Assay outcomes deposited in PubChem BioAssay by several laboratories.
TNAP act hi DEA – TNAP (human) activation, high acceptor. P05186. purified TNAP, CDP-star luminescence, 1 M DEA, 30 min; hits give high values; 0 = EDTA background, 1 = DMSO-only activity. activation factor at 20 µM. 200,000 tested, under 10 active;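 active = activation factor at least 2 at 20 µM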
Target sequence (P05186 whole entry, looked up): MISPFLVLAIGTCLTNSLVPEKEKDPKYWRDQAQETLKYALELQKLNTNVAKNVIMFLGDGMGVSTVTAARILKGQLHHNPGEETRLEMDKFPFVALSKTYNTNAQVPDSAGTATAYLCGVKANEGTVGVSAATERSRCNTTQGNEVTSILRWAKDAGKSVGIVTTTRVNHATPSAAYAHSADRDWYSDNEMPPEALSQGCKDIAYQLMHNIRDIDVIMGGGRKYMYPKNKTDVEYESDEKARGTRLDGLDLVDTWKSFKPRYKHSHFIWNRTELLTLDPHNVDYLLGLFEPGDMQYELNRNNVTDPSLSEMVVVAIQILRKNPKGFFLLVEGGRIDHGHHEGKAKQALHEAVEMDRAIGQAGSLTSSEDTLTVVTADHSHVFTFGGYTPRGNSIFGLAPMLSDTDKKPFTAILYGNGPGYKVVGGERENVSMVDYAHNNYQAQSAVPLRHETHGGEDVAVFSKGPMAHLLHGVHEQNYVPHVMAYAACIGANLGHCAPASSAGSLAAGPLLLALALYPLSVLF
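system = human TNAP | amount = enzyme diluted 1/800 final | reagent = 100 µM CDP-star substrate | signal = luminescent substrate turnover signal | dosing = one dose, 20 µM | benchmarks = EDTA negative control, DMSO positive control | measure = activation factor | timing = 30 min reaction, room temperature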
PPARg SRC1 recr – promotes SRC-1 coactivator recruitment by human PPARgamma. AID 631. PPARgamma-SRC-1 coactivator recruitment biochemical assay. 200,000 tested, 0.41% active. activation, % at 8 µM. P37231; in the data active = activation above about 19%;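 also: 0% = DMSO and 100% = reference agonist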
Target sequence (P37231 whole entry, looked up): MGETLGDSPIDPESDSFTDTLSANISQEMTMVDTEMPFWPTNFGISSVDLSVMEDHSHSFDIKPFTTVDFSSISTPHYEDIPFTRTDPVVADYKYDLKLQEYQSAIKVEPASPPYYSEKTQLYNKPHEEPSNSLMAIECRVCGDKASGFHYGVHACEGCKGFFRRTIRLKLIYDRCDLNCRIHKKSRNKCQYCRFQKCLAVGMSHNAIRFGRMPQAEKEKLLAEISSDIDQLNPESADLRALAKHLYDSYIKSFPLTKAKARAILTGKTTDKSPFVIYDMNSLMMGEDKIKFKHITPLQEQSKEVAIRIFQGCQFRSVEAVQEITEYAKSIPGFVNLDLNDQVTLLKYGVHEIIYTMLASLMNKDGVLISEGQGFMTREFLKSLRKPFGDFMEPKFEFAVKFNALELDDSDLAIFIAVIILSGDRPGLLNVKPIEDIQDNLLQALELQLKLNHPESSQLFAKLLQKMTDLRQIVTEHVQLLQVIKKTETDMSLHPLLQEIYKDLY
HMGR II inh – E. faecalis class II HMG-CoA reductase inhibition. purified E. faecalis HMGR, NADPH absorbance 340 nm kinetic. inhibition, % at 10 µM. 190,000 tested, 0.41% active. AID 1066;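 active = inhibition above a set limit, the median over all tested compounds plus 3 SD, cut at about 9.5% in these data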;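 also: enzyme runs in reverse so mevalonate oxidation gives rising NADPH absorbance; 0% = complete reaction with DMSO and 100% = background rate lacking mevalonate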
bIAP act – intestinal alkaline phosphatase (bovine) activation; purified bovine IAP, CDP-star luminescence, 30 min; hits give high values; fold of DMSO-control signal, blank-subtracted; 200,000 tested, 0.17% active; AID 1016; activation factor at 20 µM;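 active = activation factor of 2 or more at 20 µM, a signal rise over negative controls twice the positive control's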
TNAP inh hiacc – TNAP (human) inhibition, high acceptor. inhibition, % at 20 µM. 200,000 tested, 0.03% active. P05186. purified TNAP, CDP-star luminescence, 1 M DEA;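 active = over 50% inhibition of tissue-nonspecific alkaline phosphatase at 20 µM in the single-dose screen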;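 also: plate controls were DMSO wells for no effect and EDTA-quenched wells as full inhibition for full effect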
PPARg SRC-3 ag – agonists of human PPARgamma SRC-3 coactivator recruitment | P37231 | biochemical PPARgamma/SRC-3 coactivator recruitment assay | activation, % at 8 µM | 200,000 tested, 0.26% active; in the data active = activation above about 23%;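 also: 0% = DMSO and 100% = reference agonist; some compounds past the cut are filed as inactive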
TNAP inh noacc – inhibitors of human TNAP without phosphate acceptor; P05186; purified TNAP, CDP-star luminescence, 30 min; inhibition, % at 20 µM; 200,000 tested, 0.26% active; AID 1012;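 active = tissue-nonspecific alkaline phosphatase inhibition above about 50% at 20 µM in the single-dose screen, limit read from the data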;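 also: 0% = DMSO negative control and 100% = EDTA positive control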
PPARg SRC2 recr – promotes SRC-2 coactivator recruitment by human PPARgamma. P37231. PPARgamma LBD-SRC-2 recruitment, biochemical. activation, % at 8 µM. 200,000 tested, 0.34% active; in the data active = activation above about 22%;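 also: 0% = vehicle and 100% = reference agonist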
bIAP inhibitor – blocks bovine intestinal alkaline phosphatase activity; purified bovine IAP, CDP-star luminescence, 30 min; 190,000 tested, under 10 active; inhibition, % at 20 µM;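 active = over 50% inhibition of intestinal alkaline phosphatase at 20 µM in the single-dose screen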
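Assay system: bovine IAP enzyme; medium: DEA buffer 100 mM, pH 9.8, with MgCl2 1.0 mM, ZnCl2 0.02 mM; doses: 20 µM single dose; incubation: enzyme reaction for 30 min at room temperature; detection: CDP-star luminescence signal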
SRC2 TRFRET art – flags TR-FRET format artefacts in PPARgamma SRC-2 recruitment agonist screen; 200,000 tested, 0.4% active; TR-FRET artefact counter-screen; hits give high values; TR-FRET ratio at 8 µM; in the data active = TR-FRET ratio above about 2000; also: inactives centre near 1500
An asterisk follows results filed as active; . = no result given. Outcome played no part in choosing rows; about 1.6% have a hit in one of these screens.

SMILES | TNAP act hi DEA | PPARg SRC1 recr | HMGR II inh | bIAP act | TNAP inh hiacc | PPARg SRC-3 ag | TNAP inh noacc | PPARg SRC2 recr | bIAP inhibitor | SRC2 TRFRET art
O=S(=O)(N/N=C\C=C\c1ccccc1)c1ccccc1 | . | 10 | . | . | . | 17 | . | -1 | . | 1627
COC1(OC)C(=N/O)/C(=N\O)CCC1O (stereo not drawn) | 1 | 13 | -2 | 1 | -5 | -1 | -10 | 3 | 2 | 1660
CCOC(=O)CN1CC23C=CC(O2)C(C(=O)Nc2ccc4c(c2)OCO4)C3C1=O (stereo not drawn) | 1 | 5 | -12 | 0.9 | -2 | 4 | -10 | 6 | 5 | 1635
CCC(=O)Nc1ccc(C(=O)NNC(=O)Cc2ccccc2)cc1 | 0.9 | 1 | -5 | 1 | 12 | -1 | 4 | -16 | 0 | 1353
CNc1nc(C)c(C(=O)OCc2ccccc2)s1 | 1 | 6 | 0 | 0.9 | -4 | 7 | -7 | 1 | 9 | 1539
Cc1csc(SCC(=O)c2c(N)n(CC(C)C)c(=O)n(C)c2=O)n1 | 1 | 3 | -1 | 0.9 | 3 | 5 | -3 | 10 | 6 | 1566
CN(C1CCCCC1)S(=O)(=O)c1ccc(NC(=O)C2CCCCC2C(=O)O)cc1 (stereo not drawn) | 1 | 3 | 1 | 0.9 | -4 | 0 | -10 | 9 | 7 | 1540
CN1CCc2c(sc(NC(=O)c3ccc(S(=O)(=O)N4CCOCC4)cc3)c2C(N)=O)C1 | 0.9 | -1 | -5 | 0.9 | 11 | 4 | 2 | 0 | 11 | 1526
COc1cccc(NC(=S)N(CCN(C)C)C(C)c2cccnc2)c1 (stereo not drawn) | 1 | 0 | -1 | 0.8 | 0 | -1 | 1 | -3 | 21 | 1668
O=C(CSc1nnc2c(Cl)cc(C(F)(F)F)cn12)NCc1ccc(F)cc1 | 1 | 2 | -1 | 1.1 | 0 | 0 | -13 | 4 | -9 | 1594
O=C(NCC1CCCO1)C(c1cccs1)N(Cc1cccs1)C(=O)Cn1nnc(-c2cccs2)n1 (stereo not drawn) | 1 | 2 | 16* | 1 | 1 | -3 | -8 | -3 | -1 | 1610
Cc1cc(C)n(/N=C/c2ccc(O)cc2)c(=O)c1C#N | 1.1 | -6 | 0 | 0.9 | -9 | 1 | -8 | -1 | 12 | 1574
O=C(c1ccco1)N1CCN(C(=O)c2cnn3c(C(F)(F)F)cc(-c4cccs4)nc23)CC1 | 1.1 | -2 | 4 | 1 | -9 | 6 | -14 | -5 | 1 | 1396
COc1ccc(-c2nc(NC(C)=O)sc2-c2ccccc2)cc1 | 1 | 6 | 0 | 1.3 | -2 | 0 | -5 | 10 | -32 | 1841
O=C(CCSc1ccccc1)NC1CCCC1 | 1.1 | -1 | -1 | 0.9 | -6 | -2 | -8 | 1 | 8 | 1376
Cc1cccc(OCC2=NS(=O)(=O)c3ccccc3N2)c1 | 1 | -4 | -4 | 1 | 3 | 5 | -5 | 1 | -3 | 1578
CN(C)c1ccc(C(CNS(=O)(=O)c2ccc(F)cc2)c2c[nH]c3ccccc23)cc1 (stereo not drawn) | 1 | 12 | 3 | 0.8 | -3 | 5 | -14 | 1 | 23 | 1647
COc1cc(C(=O)NCCc2ccc3c(c2)OCCO3)ccc1OCC(=O)N1CCOCC1 | 1 | 1 | 4 | 1.2 | -4 | 6 | -9 | 2 | -16 | 1475
O=C(COc1cccc(C(F)(F)F)c1)Nc1ccc(S(=O)(=O)N2CCCC2)cc1 | 1 | -4 | -3 | 1 | -2 | -10 | -6 | -3 | 1 | 1354
CCOC(=O)C1CCN(Cc2cc(C(C)C)c(O)c(C(C)C)c2)CC1 | 1 | 5 | -3 | 1.1 | 1 | 6 | -7 | -3 | -6 | 1692

Four entries already listed, sorted by heavy-atom count, largest number first:
SMILES | TNAP act hi DEA | PPARg SRC1 recr | HMGR II inh | bIAP act | TNAP inh hiacc | PPARg SRC-3 ag | TNAP inh noacc | PPARg SRC2 recr | bIAP inhibitor | SRC2 TRFRET art
CN(C1CCCCC1)S(=O)(=O)c1ccc(NC(=O)C2CCCCC2C(=O)O)cc1 (stereo not drawn) | 1 | 3 | 1 | 0.9 | -4 | 0 | -10 | 9 | 7 | 1540
CCOC(=O)C1CCN(Cc2cc(C(C)C)c(O)c(C(C)C)c2)CC1 | 1 | 5 | -3 | 1.1 | 1 | 6 | -7 | -3 | -6 | 1692
Cc1cc(C)n(/N=C/c2ccc(O)cc2)c(=O)c1C#N | 1.1 | -6 | 0 | 0.9 | -9 | 1 | -8 | -1 | 12 | 1574
COC1(OC)C(=N/O)/C(=N\O)CCC1O (stereo not drawn) | 1 | 13 | -2 | 1 | -5 | -1 | -10 | 3 | 2 | 1660

Additional results follow.
SMILES | TNAP act hi DEA | PPARg SRC1 recr | HMGR II inh | bIAP act | TNAP inh hiacc | PPARg SRC-3 ag | TNAP inh noacc | PPARg SRC2 recr | bIAP inhibitor | SRC2 TRFRET art
CCOc1ccc(NC(=O)c2cccc(OC(=S)N3CCOCC3)c2)cc1 | 1 | -1 | -2 | 1 | -4 | -3 | -8 | -4 | 2 | 1553
C=CCNC(=O)NC(=O)COC(=O)/C(C#N)=C/c1cc(C)n(CCC(C)C)c1C | 1.1 | 4 | -7 | 1 | -5 | -9 | -10 | 2 | 2 | 1626
COc1ccc(CCNC(=O)CCCN2C(=O)c3ccccc3C2=O)cc1 | 1 | 10 | 5 | 1.1 | -1 | 1 | -9 | -3 | -14 | 1592
Cn1c(COc2ccc(Cl)cc2)nnc1SCC(=O)NC1CCCCC1 | . | -10 | . | . | . | -12 | . | -4 | . | 1472
CCn1ccnc1[C@@H]1C[C@H]2CN(c3ccccc3OC)C(=O)[C@]23CCCN13 | 1 | -2 | -2 | 1 | -2 | -1 | -3 | -5 | -5 | 1559
O=c1cc(CN2CCN(c3ccc(F)cc3)CC2)nc2sccn12 | 1 | 8 | -1 | 1 | -3 | 7 | -9 | 6 | 2 | 1428
CC(C)CN1CCNC(=O)C1CC(=O)NCCCN1CCCc2ccccc21 (stereo not drawn) | 1 | 3 | -4 | 1.2 | -5 | 1 | -7 | 0 | -20 | 1845
O=C(CCCCn1c(=S)[nH]c2ccsc2c1=O)NCc1ccc2c(c1)OCO2 | 1 | -2 | -2 | 1 | 0 | -2 | -8 | -6 | 0 | 1540
COc1ccc(OC)c(NC(=O)CCN2CCC(C)CC2)c1 | 1 | -4 | -3 | 1 | -1 | 0 | -9 | 3 | 0 | 1440
CCOc1ccccc1/C=c1\sc2nc(-c3ccco3)nn2c1=O | 1 | 12 | 3 | 1.1 | -2 | 13 | 4 | 7 | -6 | 1678
CC(=O)c1c(C)nc(C)nc1NC(=O)C(C)C | 1.1 | -2 | -2 | 1.1 | -6 | 8 | -7 | -1 | -10 | 1500
COc1ccc(C)cc1-n1nnnc1SCC(=O)N1CCC(C(=O)Nc2nccs2)CC1 | 1 | 3 | 5 | 1 | -2 | -2 | -5 | 4 | -2 | 1844
Cc1ccc(S(=O)(=O)ON=C2CCN(S(=O)(=O)c3ccccc3)CC2)cc1 | 1 | -10 | -1 | 0.9 | -5 | 20 | -10 | -13 | 5 | 1467
CC(=O)N1CCN(C(=S)c2ccc(N(C)C)cc2)CC1 | 1 | -10 | -2 | 1 | -3 | -3 | -12 | -4 | -2 | 1326
CCC1Oc2ccc(C)cc2N(CC(=O)N(Cc2ccncc2)Cc2ccco2)C1=O (stereo not drawn) | 1 | -4 | 2 | 0.9 | 0 | 2 | -5 | 0 | 10 | 1531
CC(C)(C)NS(=O)(=O)c1ccc(CCC(=O)N2CCCC2)cc1 | 1.1 | -5 | -4 | 1 | -6 | 0 | -9 | -4 | 2 | 1382
Cc1ccc(Cc2cnc(N3C(=N)SC(C)C3=O)s2)cc1 (stereo not drawn) | 0.9 | -4 | -1 | 0.9 | 5 | -2 | -20 | 1 | 8 | 1569
O=C(c1cncs1)N1CCCC(CNS(=O)(=O)c2cccs2)C1 (stereo not drawn) | 1.1 | 4 | -6 | 1 | -8 | 4 | -12 | 9 | -1 | 1713
COc1ccc(C)cc1-n1nnnc1SCc1nc2ccccc2c(=O)[nH]1 | 1 | -6 | 0 | 1.1 | -3 | 1 | -14 | 3 | -10 | 1500
O=C1OCC(c2ccccc2)=C1c1ccccc1[N+](=O)[O-] | 1 | -2 | 0 | 1.1 | 0 | -3 | 7 | -1 | -5 | 1304
COc1ccccc1-n1cnc2cc(C(=O)NCc3ccco3)ccc21 | 1 | 5 | -5 | 1.1 | -3 | 3 | -10 | 2 | -5 | 1683
C/C(N)=C(/C#N)C(=O)COC(=O)c1cc(-c2ccc(Br)cc2)nc2ccccc12 | 1 | -1 | 1 | 1.1 | 2 | 2 | 6 | 0 | -7 | 1634
Cc1cccc(NC(=O)CSc2nnc(CNC(=O)c3ccc(S(=O)(=O)N(C)C)cc3)n2-c2ccccc2)c1 | 1 | 4 | 0 | 1.1 | -4 | 2 | -13 | 2 | -10 | 1636
CCOc1cccc(C2C(C(=O)c3ccco3)=C(O)C(=O)N2Cc2ccncc2)c1 (stereo not drawn) | 1 | 5 | -1 | 1 | 0 | 7 | -1 | 6 | -1 | 1461
O=C(c1ccccc1-n1cccc1)N1N=C(C(F)F)CC1(O)C(F)F (stereo not drawn) | 1.1 | -1 | -2 | 0.9 | -6 | 4 | -4 | 8 | 14 | 1710
COc1cc(OC)cc(C(=O)Nc2ccc(CN3CCCCC3)cc2)c1 | 1.1 | -8 | -3 | 1.1 | -5 | 5 | -18 | 2 | -9 | 1603
C=CCSc1nc2ccccc2c(=O)[nH]1 | 1 | -9 | -10 | 0.9 | 2 | 1 | 17 | -1 | 6 | 1544
O=[N+]([O-])c1cccc(-c2nc(-c3ccccc3)c(-c3cccs3)[nH]2)c1 | 1 | -3 | 1 | 0.9 | -2 | -9 | -7 | 1 | 14 | 1645
CC(=O)Nc1ccc(S(=O)(=O)Nc2ccc(=O)n(Cc3ccc(Cl)c(Cl)c3)c2)cc1 | 1 | -2 | -7 | 1.1 | -1 | -4 | -8 | -1 | -10 | 1700
COc1ccc(/C=N/NC(=O)Cn2cc(C(F)(F)F)ccc2=O)cc1 | 1 | 2 | -11 | 1 | -5 | 2 | -10 | -2 | -1 | 1467
COC(=O)c1ccccc1NC(=O)CSc1n[nH]c(C)n1 | 1 | -2 | -6 | 0.9 | -1 | 1 | 1 | 3 | 14 | 1598
O=C(Cn1c(=S)[nH]c2ccccc2c1=O)NCCc1ccccc1 | 1 | 3 | -8 | 1.1 | -4 | -3 | -10 | 9 | -7 | 1613
O=c1c(Cc2ccc(F)cc2)c(O)ccn1CCc1ccccn1 | 1 | -2 | -3 | 1.1 | 0 | 3 | 3 | -1 | -5 | 1682
O=[N+]([O-])c1ccc(O)c(/C=N/NC2=NS(=O)(=O)c3ccccc32)c1 | 0.9 | -9 | 4 | 1.1 | 10 | 1 | 73* | -6 | -11 | 1686
Cc1cc2cccc(C)c2nc1SCC(=O)NCC1CCCO1 (stereo not drawn) | 1 | 0 | -7 | 1.1 | -4 | 5 | -5 | 0 | -9 | 1718
Cc1ccccc1NC(=S)NC1CCN(Cc2ccccc2)CC1 | 1 | -7 | -5 | 0.9 | 0 | -3 | -18 | -4 | 5 | 1338
CCc1c(C)sc(NC(=O)OC)c1C(=O)N1CCOCC1 | 1 | 10 | 0 | 0.9 | -3 | -3 | -10 | 3 | 5 | 1723
